Epigenetic reg: derepresses silenced GFP reporter in murine cells; murine LDR cells, GFP reporter derepression, 30 h; hit rate 0.2% among 280,000; Potency, µM (series often up to 53.9 µM), for inactives: top-dose GFP activation, actives largely listed as activators; further: potency means the concentration at half of the fitted maximal effect; % of control where 0% means no effect; nearly all actives have a fitted effect of over 60% in size
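Derepression of a silenced CMV-GFP reporter in murine LDR cells is scored by enumerating GFP-positive cells with a laser-scanning microplate cytometer after 30 hours of treatment at 37 C.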
NPSR antagonist: blocks cAMP signaling of the human neuropeptide S receptor; Q6W5P4; CHO-NPSR cells, cAMP TR-FRET, antagonist mode; Potency, µM (highest dose often 38.3 µM), inactives show top-dose activity change, negative = inhibition, most hits filed as inhibitors; hit rate 1% among 220,000; AID 1461; further: potency means the concentration at half of the fitted maximal effect; on the % scale 0 is the no-effect control and ±100 the full control effect; nearly all actives have a fitted effect of over 50% in size; many of its hits are not listed in these tables
Target sequence (Q6W5P4 whole entry, looked up): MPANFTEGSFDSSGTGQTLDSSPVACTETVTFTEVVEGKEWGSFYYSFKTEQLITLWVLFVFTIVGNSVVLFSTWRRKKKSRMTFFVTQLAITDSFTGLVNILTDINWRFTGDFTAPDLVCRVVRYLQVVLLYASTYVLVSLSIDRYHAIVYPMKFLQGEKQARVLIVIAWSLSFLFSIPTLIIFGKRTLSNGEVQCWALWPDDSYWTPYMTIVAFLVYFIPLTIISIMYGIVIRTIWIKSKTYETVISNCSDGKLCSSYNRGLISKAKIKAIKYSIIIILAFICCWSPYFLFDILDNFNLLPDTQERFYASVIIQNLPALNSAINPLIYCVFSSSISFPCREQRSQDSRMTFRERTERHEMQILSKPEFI
KinaseGlo FLuc: blocks Kinase-Glo luciferase, a counter-screen artifact; Potency, µM (doses to about 38.3 µM), for inactives: at the top dose activity change, negative = inhibition, most hits filed as inhibitors; Q27757; Kinase-Glo luciferase, ATP luminescence, 8 min; hit rate 0.28% among 200,000; further: potency means the concentration at half of the fitted maximal effect; on the % scale 0 is the no-effect control and ±100 the full control effect; nearly all actives have a fitted effect of over 60% in size
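Luminescence was the read-out, taken after 8-minute incubation at ambient temperature. Luciferase turned over luciferin with 10 uM ATP in imidazole pH 7.2 buffer containing KCl, MgCl2, Tween 20 and BSA.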
HTT aggregate: reduces HttQ103-GFP aggregates in PC12 cells | PC12 HttQ103-GFP aggregates, Acumen cytometry, 40 h | Potency, µM (series often up to 46.1 µM), for inactives: at the highest dose activity change, negative = inhibition, most hits filed as inhibitors | hit rate 1.1% among 220,000; further: potency means the concentration at half of the fitted maximal effect; on the % scale 0 is the no-effect control and ±100 the full control effect; nearly all actives have a fitted effect of over 60% in size
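Multiplexed with ATP-based cell death, this channel scores GFP aggregates in PC12 cells expressing inducible HTTex1-Q103-GFP. Induction used 100 nM tebufenozide; compounds were tested in concentration series.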
L3MBTL1 block: blocks human L3MBTL1; Q9Y468; AID 485360; Potency, µM (doses to about 57.1 µM), inactives show at the highest dose activity, negative = inhibition, actives largely listed as inhibitors; AlphaScreen L3MBTL1–H3K9me1 peptide binding; hit rate 0.66% among 230,000; further: potency means the concentration at half of the fitted maximal effect; on the % scale 0 is the no-effect control and ±100 the full control effect; nearly all actives have a fitted effect of over 60% in size
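AlphaScreen proximity signal between nickel-chelate acceptor and streptavidin donor beads (final 10 ug/mL) reports binding of 50 nM L3MBTL1 to 75 nM biotin-H3 K9me1 peptide; complex incubated with compounds 30 min at room temperature; cefsulodin titration as control.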
IMPase Li inh: IMPase inhibition in cells with lithium potentiation; Potency, µM (highest dose often 59.4 µM), for the others: top-dose activity, negative = IMPase inhibition, most hits filed as inhibitors; CHO-M1 cells, IP1 TR-FRET (IP-One), carbachol + lithium; hit rate 0.35% among 210,000; AID 1457;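 further: IP1 builds up when IMPase is blocked and the TR-FRET signal falls; potency means the concentration at half of the fitted maximal effect; plate controls were basal vehicle for no effect and high inhibitor control for full effect; nearly all actives have a fitted effect of over 50% in size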
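Steps: plate 2000 CHO-M1 cells per well and culture 16–30 h; add compound and lithium; incubate 30 min, 37C; add d2-IP1 tracer and Eu cryptate anti-IP1 antibody in lysis buffer; read after 10 min at room temperature.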
CBFb RUNX1 block: inhibitors of human CBF-beta and RUNX1 interaction. Q01196+Q13951. AlphaScreen CBFb-His/RUNX1-biotin binding, biochemical. Potency, µM (highest dose often 59.8 µM), inactives show at the highest dose activity, negative = inhibition, most hits filed as inhibitors. 230,000 tested, under 10 active; further: % of control where 0% means no effect
Target sequence (Q01196 whole entry, looked up): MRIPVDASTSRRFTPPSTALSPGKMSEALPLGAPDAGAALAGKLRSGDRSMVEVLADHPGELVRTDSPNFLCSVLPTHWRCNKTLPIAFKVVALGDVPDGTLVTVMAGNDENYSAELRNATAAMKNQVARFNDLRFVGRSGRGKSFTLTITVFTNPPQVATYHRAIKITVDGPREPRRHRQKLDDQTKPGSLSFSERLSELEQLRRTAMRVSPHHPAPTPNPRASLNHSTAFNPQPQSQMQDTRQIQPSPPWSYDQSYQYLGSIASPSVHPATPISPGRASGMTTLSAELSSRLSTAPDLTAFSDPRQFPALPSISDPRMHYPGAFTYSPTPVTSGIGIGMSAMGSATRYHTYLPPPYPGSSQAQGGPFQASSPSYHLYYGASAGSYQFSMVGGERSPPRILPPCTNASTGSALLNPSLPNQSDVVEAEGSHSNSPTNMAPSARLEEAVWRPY
Target sequence (Q13951 whole entry, looked up): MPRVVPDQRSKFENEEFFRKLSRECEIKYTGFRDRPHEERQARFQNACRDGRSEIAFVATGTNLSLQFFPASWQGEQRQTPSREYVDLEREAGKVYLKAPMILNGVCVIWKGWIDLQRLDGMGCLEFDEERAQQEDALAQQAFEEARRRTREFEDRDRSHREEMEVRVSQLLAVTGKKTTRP
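Interaction loss through any mechanism counts as activity. Pre-formed complex of His-CBF-beta and biotin-RUNX1 (30 nM apiece) is incubated with compound 15 min, then with 50 ng nickel and 50 ng streptavidin beads for 90 min before AlphaScreen detection.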
* marks the source's active call; other numbers are inactive results; ? = inconclusive; · = no result given; & = joins results of further samples; [ ] = remark or other dose. The call rests on the fitted dose curve; in most records, active means well fitted curve in the direction sought with a large enough effect; inconclusive means small, poorly fitted or top-dose-only effect, or another doubt; inactive means no such curve, though single readings can be large; an effect the other way counts as inactive or inconclusive.

no.	SMILES	Epigenetic reg	NPSR antagonist	KinaseGlo FLuc	HTT aggregate	L3MBTL1 block	IMPase Li inh	CBFb RUNX1 block
1	CCN1C(=O)/C(=C/c2cccs2)SC1=Nc1ccc(OC)cc1	-1.2%	?	-1%	-2%	1%	5%[38.3 µM]	-4%
2	N/C(=N\c1nc2ccccc2o1)NC(=O)C(Cc1ccccc1)N1C(=O)c2ccccc2C1=O (configuration not stated)	0.5%	-28%[46.1 µM]	-3%	4%	-9%	-1%[38.3 µM]	-19%
3	CCOCCCN(C(=O)CNC(=O)c1ccco1)C(C(=O)NC1CCCC1)c1ccccc1C (configuration not stated)	5.2%	-11%[7.67 µM]	1%	-13%	6%	6%[38.3 µM]	5%
4	COc1ccc(CCNC(=O)c2c(C)cc(=O)oc2C)cc1OC	-0.8%	-8%[46.1 µM]	-1%	27%	-3%	3%[38.3 µM]	-4%
5	C[C@H]1C[C@]2(O[C@@H]2C)C(=O)O[C@@H]2CCN(C)C/C=C(/COC(=O)[C@]1(C)O)C2=O	1.6%	·	-1%	·	·	7%	-6%[21.7 µM]
6	CCCN1CCC(=O)N([C@H](CSc2ccc(Br)cc2)Cc2ccccc2)CC1	7.2%	-54%	·	-4%[9.22 µM]	·	·	14%
7	CCNC(=O)c1cc(S(=O)(=O)N(C)C)c(Cl)cc1Cl	4.7%	-2%	-10%	6%[9.22 µM]	1%	5%	3%
8	COc1ccc(C(O)(c2ccccc2OC)C(CN2CCOCC2)c2ccccc2)cc1 (configuration not stated)	-5.2%	-46%	4%	?	·	9%	-6%
9	Fc1ccc(CSc2ncnc3nc[nH]c23)cc1	0.8%	-5%[46.1 µM]	-7%	?	-2%	17%[38.3 µM]	7%
10	CCOc1cc(Cl)c(NC(=O)c2ccco2)cc1OCC	-1.1%	4%	1%	-10%	4%	5%	1%
11	COc1ccc(NC(=S)N(CCCN2CCCC2)Cc2ccco2)cc1	0.1%	24%	-6%	-24%	·	23%	4%
12	CN(C)S(=O)(=O)c1cccc(NC(=O)COC(=O)CCSc2ccc(Cl)cc2)c1	0.0%	-6%[46.1 µM]	3%	-2%	6%	-2%	6%
13	COc1ccc(Nc2oc(COc3ccccc3F)nc2C#N)cc1	3.8%	-22%[46.1 µM]	-1%	?	-12%	-7%[38.3 µM]	-16%
14	CC(=O)Nc1ccc(OCC(O)CNC(C)C)cc1 (configuration not stated)	1.1%	·	·	-2%	·	3%	13%
15	Cc1sc2nc(CN(CCc3ccccc3)C(=O)c3ccco3)[nH]c(=O)c2c1C	-1.0%	20%[46.1 µM]	-3%	-6%	39%[activator]	1%[38.3 µM]	-6%
16	O=C(NCC(=O)N(Cc1ccccc1)C(C(=O)NC1CCCC1)c1ccncc1)c1ccco1 (configuration not stated)	2.9%	12%[46.1 µM]	-2%	4%	43%[activator]	0%	-20%
17	CCc1nnc(NC(=O)CSc2nc3c(c(=O)n2C)SC(C)C3)s1 (configuration not stated)	-1.0%	13%	0%	16%	13%	3%	-1%
18	O=C(NCCCCCCNC(=O)ON=C1CCCCC1)ON=C1CCCCC1	1.4%&1.1%	·	-1%[39.9 µM]	·	·	0%&-16%	-1%&-6%&-10%
19	CCOC(=O)NC1(NCC(C)C)Oc2ccccc2O1	2.9%	-8%[46.1 µM]	19%	0%	·	30%[38.3 µM]	-11%
20	CNC(=S)NNC(=O)c1oc2nc(-c3ccccc3)cc(-c3ccco3)c2c1N	16µM*	11%	·	3%[9.22 µM]	·	·	-4%

no.	SMILES	Epigenetic reg	NPSR antagonist	KinaseGlo FLuc	HTT aggregate	L3MBTL1 block	IMPase Li inh	CBFb RUNX1 block
21	COc1cccc2c1OCC([C@@H]1C[C@H]3CN(Cc4cccc(Cl)c4)C(=O)[C@]34CCCN14)=C2	-2.6%	?	1%	6%[9.22 µM]	-23%	21%	-7%
22	COc1cc(/C=C2\SC(N)=NC2=O)ccc1OCC(=O)Nc1ccc(C)cc1	-1.0%	17%	1%	19%	14%	-6%	-28%
23	CSCCC(NC(=O)COc1ccccc1)C(=O)Nc1ccc(C)cc1 (configuration not stated)	1.0%	7%	-1%	8%	-11%	-1%	-2%
24	COc1ccc(/C=C/c2ccc(=O)n(Cc3ccccc3)n2)cc1	3.6%	-24%	0%	-28%	32%[activator]	17%	?
25	CCC(=O)Nc1nc2ccccc2n1Cc1ccccc1C	4.5%	6%[7.67 µM]	0%	?	29%	-4%[38.3 µM]	5%
26	CC(C)CC(=O)Nc1ccc([N+](=O)[O-])cc1Cl	0.3%	3%	-2%	5%[9.22 µM]	13%	5%	9%
27	NCCCC[C@H](N)c1nnc([C@H](CC(=O)O)NC(=O)C2CCNCC2)o1	0.4%	-39%	·	-7%[9.22 µM]	19%	-3%	6%
28	N#C/C(=C/c1ccc(Br)o1)C(N)=O	-1.0%	-9%[46.1 µM]	1%	0%	-3%	1%	1%
29	O=S(=O)(NC(=NC1CCCC1)C(F)(F)F)c1ccccc1	5.6%	-5%[46.1 µM]	-1%	-2%	8%	-11%[38.3 µM]	-1%
30	O=C(CN(Cc1ccccc1)S(=O)(=O)c1ccc2c(c1)OCCO2)N/N=C/c1cccc(Br)c1	0.0%	-19%	-1%	14%	4%	-2%	-4%
31	Cc1cc(C)n(CCN(C)c2nc3nonc3nc2NC2CC2)n1	-1.1%	2%	-3%	-13%[9.22 µM]	-4%	8%	3%
32	Cc1cccc(C)c1NC(=S)NC(=O)c1ccccc1F	1.0%	-1%	0%	13%	3%	-3%	15%
33	O=C(Nc1ccc2oc(=O)ccc2c1)c1cc([N+](=O)[O-])ccc1N1CCOCC1	-0.4%	-5%	-2%	23%	1%	7%	0%
34	Cc1sc2ncn(CC(=O)NCCCC(=O)N3CCN(Cc4ccc5c(c4)OCO5)CC3)c(=O)c2c1C	-2.7%	-3%	-3%	-7%	4%	6%	-1%
35	Cc1cc(C)c2c(N)c(S(=O)(=O)Cc3ccccc3)sc2n1	-3.0%	0%[46.1 µM]	2%	-3%[9.22 µM]	·	-4%[38.3 µM]	0%
36	COC(=O)c1oc(-c2ccccc2)nc1C	-0.5%	6%	-1%	-3%	1%	8%	-4%
37	Cn1c(CSc2nc3ccccc3s2)nc2ccccc21	0.0%	-9%[46.1 µM]	-7%	-12%	2%	14%	-7%
38	CC(C)C(=O)Nc1ccc(C(=O)NN2C(=O)c3ccccc3C2=O)cc1	0.0%	25%	-1%	0%	10%	-8%	-4%
39	Cc1ccc(/C=C/C(=O)Nc2cc(S(=O)(=O)N3CCCCCC3)ccc2OCC(F)(F)F)o1	-3.0%	-19%	-2%	11%	-4%	4%	13%
40	Cn1nc([N+](=O)[O-])c2c(-c3nc4ccccc4s3)c(N)n(C3CCCCC3)c2c1=O	-0.6%	-10%[46.1 µM]	-8%	?	·	31%[38.3 µM]	-4%

no.	SMILES	Epigenetic reg	NPSR antagonist	KinaseGlo FLuc	HTT aggregate	L3MBTL1 block	IMPase Li inh	CBFb RUNX1 block
41	Cc1csc2ncc(C(=O)NCc3ccccn3)c(=O)n12	-1.0%	23%[46.1 µM]	2%	-13%	15%	-2%	-8%
42	Cc1ccccc1C(=O)NCC(=O)O	-2.4%	13%	-1%	?	11%	2%	10%
43	CCOC(=O)c1c(NC(=O)Nc2ccc(F)cc2)sc2c1CCN(C)C2	1.1%	?	·	-7%[9.22 µM]	-13%	·	7%
44	CCCC(=O)Nc1ccccc1N1CCN(C(=O)c2ccccc2)CC1	-5.9%	-18%[46.1 µM]	·	0%	5%	·	10%
45	Cc1cnc(C(=O)OCC(=O)NCCc2ccccc2)cn1	0.8%	-4%[46.1 µM]	21%	20%	·	20%[38.3 µM]	8%
46	CC1(C)Cc2c(oc3ncn4ncnc4c23)CO1	-0.4%	2%[46.1 µM]	1%	-7%[9.22 µM]	4%	7%[38.3 µM]	12%
47	COC(=O)c1ccc2c(c1)SC1=C(CCCC1=O)N2	0.0%	-26%[46.1 µM]	-3%	?	-4%[11.4 µM]	56%[activator][38.3 µM]	1%
48	CC(C)N(C(=O)COC(=O)[C@@H]1CC(O)CN1S(=O)(=O)c1ccc(C(C)(C)C)cc1)C(C)C (some centres not stated)	-1.4%	-5%	4%	12%	?	8%	-12%
49	Cc1ccccc1C(=O)c1cccn1CC(=O)NCCCN1CCc2ccccc2C1	-6.0%	-10%	-2%	6%	·	3%	6%
50	Cc1ccc(NC(=S)NCc2ccc3[nH]c4c(c3c2)CCCC4)cc1	2.6%	1%	-1%	3%	?	25%	12%[2.36 µM]
51	CCSCCOC(=O)C1=C(C)N(C)C(=O)NC1c1cc(OC)ccc1OC (configuration not stated)	-3.0%	-4%[46.1 µM]	-2%	?	-4%	1%[38.3 µM]	-6%
52	COc1ccc(NC(=O)Nc2ccc(C(=O)N3CCOCC3)cc2)c(OC)c1	-1.2%	-7%	·	9%[9.22 µM]	0%	3%	8%
53	COC(=O)C(CCSC)NS(=O)(=O)c1ccc(Cl)cc1 (configuration not stated)	0.1%	6%	2%	-16%	·	-1%	1%
54	COc1ccc(NC(=O)CCSc2ccc(F)cc2)cc1	-0.3%	-4%	·	4%	·	3%	-1%
55	COc1ccc(CCN2C(=O)C(O)=C(C(=O)c3ccco3)C2c2cccs2)cc1OC (configuration not stated)	-2.1%	23%[46.1 µM]	-7%	-13%	-6%	6.3µM*	7%

Sorted by length of the SMILES (descending): some entries from above
no.	SMILES	Epigenetic reg	NPSR antagonist	KinaseGlo FLuc	HTT aggregate	L3MBTL1 block	IMPase Li inh	CBFb RUNX1 block
5	C[C@H]1C[C@]2(O[C@@H]2C)C(=O)O[C@@H]2CCN(C)C/C=C(/COC(=O)[C@]1(C)O)C2=O	1.6%	·	-1%	·	·	7%	-6%[21.7 µM]
48	CC(C)N(C(=O)COC(=O)[C@@H]1CC(O)CN1S(=O)(=O)c1ccc(C(C)(C)C)cc1)C(C)C (some centres not stated)	-1.4%	-5%	4%	12%	?	8%	-12%
15	Cc1sc2nc(CN(CCc3ccccc3)C(=O)c3ccco3)[nH]c(=O)c2c1C	-1.0%	20%[46.1 µM]	-3%	-6%	39%[activator]	1%[38.3 µM]	-6%
51	CCSCCOC(=O)C1=C(C)N(C)C(=O)NC1c1cc(OC)ccc1OC (configuration not stated)	-3.0%	-4%[46.1 µM]	-2%	?	-4%	1%[38.3 µM]	-6%
35	Cc1cc(C)c2c(N)c(S(=O)(=O)Cc3ccccc3)sc2n1	-3.0%	0%[46.1 µM]	2%	-3%[9.22 µM]	·	-4%[38.3 µM]	0%
13	COc1ccc(Nc2oc(COc3ccccc3F)nc2C#N)cc1	3.8%	-22%[46.1 µM]	-1%	?	-12%	-7%[38.3 µM]	-16%
47	COC(=O)c1ccc2c(c1)SC1=C(CCCC1=O)N2	0.0%	-26%[46.1 µM]	-3%	?	-4%[11.4 µM]	56%[activator][38.3 µM]	1%
10	CCOc1cc(Cl)c(NC(=O)c2ccco2)cc1OCC	-1.1%	4%	1%	-10%	4%	5%	1%

An excerpt. The share of hits here may be higher or lower than overall.
